tim10-1 inh: inhibits growth of tim10-1 mutant yeast; S. cerevisiae tim10-1 ts strain growth, BacTiter-Glo, 24 h; inhibition, % at 20 µM; 2.2% of 330,000 active; AID 463190;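 active means inhibition of at least 40%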;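 further: mutant grown at 25 °C; 0% = DMSO wells with yeast and 100% = wells holding no yeast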
UPR XBP1 act: activators of adaptive arm of unfolded protein response (XBP1). 0.33% of 330,000 active. activation, % at 20 µM. CHO-XBP1 luciferase reporter, IRE1-XBP1 UPR activation, luminescence; percent of tunicamycin response, DMSO as zero;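 active means versus positive control, 20 µM dose yields 30% or more activation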;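 further: 100% = tunicamycin at 10 µg/mL and 0% = DMSO only wells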
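Material: CHO cell line with stable XBP1 luciferase reporter; schedule: 16-18 h cell attachment at 37 °C, then 6 h compound exposure; signal: glow luminescence from Steady-Glo reagent; medium: serum-containing F12 medium, 10% FBS; benchmarks: tunicamycin 10 µg/mL and vehicle-only wells; read-out: percent activation relative to tunicamycin reference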
Mdm2-MdmX inh: inhibitors of human Mdm2/MdmX interaction; O15151+Q00987; 3% of 330,000 active; inhibition, % at 8 µM; SaOS-2 split-luciferase Mdm2/MdmX complementation, luminescence; AID 485346;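 active means inhibition of at least 50% at 8 µM in the primary screen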
CXCR6 block: blocks human CXCR6 beta-arrestin recruitment. inhibition, % at 20 µM. 0.36% of 360,000 active. CHO-K1 PathHunter CXCR6 beta-arrestin, luminescence. O00574. AID 602244; in the data active means inhibition above about 34%, passing the limit was not always enough;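 further: antagonist mode with CXCL16 agonist at 10 nM final; 0% = 10 nM CXCL16 with DMSO and 100% = unstimulated wells without agonist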
Target sequence (O00574 whole entry, looked up): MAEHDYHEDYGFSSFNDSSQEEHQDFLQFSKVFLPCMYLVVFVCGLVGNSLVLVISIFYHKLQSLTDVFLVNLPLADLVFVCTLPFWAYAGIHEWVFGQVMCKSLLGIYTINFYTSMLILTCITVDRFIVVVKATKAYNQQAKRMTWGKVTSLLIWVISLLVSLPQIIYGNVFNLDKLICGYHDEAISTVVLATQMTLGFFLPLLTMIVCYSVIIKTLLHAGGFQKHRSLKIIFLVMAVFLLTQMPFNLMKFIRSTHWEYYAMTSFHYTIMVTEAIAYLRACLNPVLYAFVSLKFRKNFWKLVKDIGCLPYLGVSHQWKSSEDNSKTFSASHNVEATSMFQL
TIM10 inh: TIM10 yeast growth inhibition. S. cerevisiae TIM10 strain growth, BacTiter-Glo luminescence, 24 h. inhibition, % at 10 µM. 1.4% of 330,000 active. AID 463195;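 active means inhibition of 40% or more at the single tested concentration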;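 further: wild-type TIM10 isogenic control strain grown at permissive 25 °C; 0% = DMSO yeast wells and 100% = minimal medium wells without yeast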
tim23-1 inh: tim23-1 yeast growth inhibition; S. cerevisiae tim23-1 growth, BacTiter-Glo luminescence, 24 h; inhibition, % at 20 µM; 1.3% of 330,000 active; AID 463212;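 active means growth inhibition of the mutant yeast at or above 50%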;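 further: temperature-sensitive mutant grown at 25 °C; plate controls were DMSO-treated mutant yeast for no effect and medium wells lacking yeast for full effect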
APJ antag: antagonists of human APJ apelin receptor; P35414; AID 2521; inhibition, % at 20 µM; 0.32% of 330,000 active; CHO-K1 APJ beta-arrestin complementation, luminescence;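 active means inhibition above about 40% at 20 µM, limit read from the data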;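 further: cells challenged with 10 nM apelin-13 agonist together with compound; plate controls were apelin-13 plus DMSO wells for no effect and DMSO wells lacking apelin-13 for full effect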
Target sequence (P35414 whole entry, looked up): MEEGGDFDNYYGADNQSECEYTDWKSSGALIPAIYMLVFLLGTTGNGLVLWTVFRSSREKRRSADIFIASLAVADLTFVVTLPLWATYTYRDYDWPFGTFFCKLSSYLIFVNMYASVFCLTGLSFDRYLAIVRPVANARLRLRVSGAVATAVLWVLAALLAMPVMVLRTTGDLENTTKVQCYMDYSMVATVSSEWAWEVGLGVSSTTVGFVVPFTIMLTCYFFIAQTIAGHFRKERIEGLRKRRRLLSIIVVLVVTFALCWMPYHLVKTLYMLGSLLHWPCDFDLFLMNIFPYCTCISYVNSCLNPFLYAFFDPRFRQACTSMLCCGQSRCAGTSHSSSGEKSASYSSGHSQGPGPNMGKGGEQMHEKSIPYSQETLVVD
APJ agonist: activates the human apelin receptor APJ. CHO-K1 APJ PathHunter beta-arrestin, luminescence; 0% DMSO wells, 100% apelin. activation, % at 20 µM. 0.11% of 330,000 active. AID 2520. P35414;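 active means activation more than six SD over the plate average, tested at 20 µM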;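 further: 0% = DMSO alone and 100% = apelin-13 at 10 nM; some results filed as inactive read as strong as hits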
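Test system – PathHunter CHO-K1 APJ (AGTRL-1) beta-arrestin reporter cells · Input – 1000 cells/well · Compound – single test compound dose, 20 µM final, 1% DMSO · Times – compound stimulation 90 min at 25 °C, detection 60 min · Technique – beta-gal luminescence · Read-out basis – APJ–arrestin association signal · Control set – negative DMSO alone, positive Apelin-13 at 10 nM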
UPR CHOP act: apoptotic UPR (CHOP) activation | activation, % at 10 µM | 0.34% of 330,000 active | CHO-CHOP luciferase reporter, luminescence; percent of tunicamycin response over DMSO baseline;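 active means at 10 µM dose, activation of 40% or more, normalized to positive control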;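 further: 100% = tunicamycin at 10 µg/mL and 0% = DMSO alone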
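System: CHO CHOP reporter cells. Amount: 500 cells per well. Buffer or medium: F12 medium, 10% FBS. Compound dosing: one dose, 10 µM in 0.5% DMSO. Incubation: 6 h compound exposure at 37 °C after overnight seeding. Technique: Steady-Glo luciferase luminescence. Benchmarks: tunicamycin and DMSO controls.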
* = called active by the depositor.

Order of values – tim10-1 inh, UPR XBP1 act, Mdm2-MdmX inh, CXCR6 block, TIM10 inh, tim23-1 inh, APJ antag, APJ agonist, UPR CHOP act
> CCOc1ccc(CN(C)C(=O)CNC(=O)c2ccc(Br)o2)cc1OC
    3, -3, -3, 2, 5, 12, -3, -1, 2.0
> COc1cc(C(=O)NC(=S)Nc2cccc(-c3cc4ccccc4oc3=O)c2)cc(OC)c1OC
    -1, -4, 53*, 23, -5, 4, 12, -4, -1.5
> O=C(NCCCO)C(=O)Nc1cc2c3c(c1)CCN3C(=O)CC2
    -22, -1, 22, -1, 3, 0, 9, -2, 0.1
> CC(C)C[C@H](NC(=O)[C@@H]1Cc2c([nH]c3ccccc23)C2c3ccccc3C(=O)N21)C(=O)N1CCC[C@@H]1C(=O)O (some centres not stated)
    -8, -2, 7, 1, -1, 1, -43, 0, 0.7
> Cc1ccc(OCC(=O)NCCCNC(=O)c2ccncc2)cc1
    14, 0, -31, -4, -7, 14, -20, -3, -0.6
> CCN(C(=O)CSc1nc2cc(C(=O)OC)ccc2c(=O)n1Cc1ccco1)c1cccc(C)c1
    34, 0, 13, 14, 11, 17, -5, -2, 0.8
> CCC(=O)c1ccc(OCC(=O)NCCc2ccccn2)cc1
    12, 0, 4, 4, -18, 5, 6, 3, -0.9
> CCOCCOC(=O)C1=C(C)Nc2ccc(C)cc2S1
    17, 3, 14, 4, 10, 17, 0, -6, 4.5
> Cc1ccccc1N1CCN(C2CCCN(C(=O)c3cn4c(C)cccc4n3)C2)CC1 (configuration not stated)
    -7, -4, 7, 4, 8, 9, 8, -3, 1.2
> COc1cccc2c3c(c(C)nc12)CC(C)O3 (configuration not stated)
    5, 0, -24, 3, 2, 7, -8, 6, 1.4
> CCc1sc(C(=O)Nc2nc(-c3ccccn3)cs2)cc1C
    10, 5, 64*, 5, 12, 25, 7, -3, 0.6
> Cc1ccc(OCC(=O)c2c(N)n(C)c(=O)n(C)c2=O)c([N+](=O)[O-])n1
    -8, -1, -26, -6, 0, -4, 1, -1, -0.8
> O=c1c2ccccc2nc2n1CCN2
    -11, -2, -12, -6, -3, 5, -1, -1, 0.9
> O=C(Nc1cccc(F)c1)N1CCC(n2c(=O)[nH]c3ccccc32)CC1
    -4, -2, -33, 3, 21, 11, -21, -3, -0.4
> COc1ccc2c(CC(=O)Nc3cccc(S(=O)(=O)N4CCOCC4)c3)coc2c1
    12, -2, 19, 0, 12, 13, 1, 9, 2.3
> CCc1cc(C(=O)c2ccc(OC)cc2)c(N)s1
    13, 1, -10, 13, 14, 33, 1, -3, 4.3
> Cc1ccc(NC(=O)CCNS(=O)(=O)c2cc(Br)cnc2N)cc1Cl
    -6, -5, 30, 0, -3, -2, -19, 1, -1.4
> COc1cc(/C=C2/SC(=S)N(CC(=O)O)C2=O)ccc1OC(=O)c1cccs1
    8, -3, -9, 8, 2, 23, 6, -1, -1.3
> Cc1cccc(-n2c(CNC(=O)c3cccc([N+](=O)[O-])c3C)n[nH]c2=S)c1
    7, -3, -28, 5, 0, 0, -7, -2, -1.4
> CCOc1ccccc1N(CC(=O)Nc1cccc(OC)c1)S(=O)(=O)c1ccccc1
    14, -4, 8, 4, 1, 28, 0, -2, 1.3
> CC(=O)Nc1cc(C(=O)N2CCCC2)ccc1S(=O)(=O)c1ccc(Cl)cc1
    3, 2, 31, 3, 4, 10, -6, -2, 2.3
> COc1ccc(-c2nsc(C(=O)N(c3ccc(F)cc3)C(C(=O)NC3CCCC3)c3ccc(OC)cc3)c2N)cc1 (configuration not stated)
    6, 1, 22, 6, 18, 7, 4, -2, 1.6
> CCCc1c(C)nc2c(Br)cccc2c1Cl
    8, 0, 3, -12, 8, 9, 2, -3, -4.1
> C[C@H](NC(=O)c1nc[nH]c1C(=O)N[C@@H](C)C(=O)OC(C)(C)C)C(=O)OCc1ccccc1
    2, -4, 15, 4, 15, 14, 14, -1, -2.1
> CN(CCC#N)C(=O)COC(=O)c1nn(-c2ccccc2)c(=O)c2ccccc12
    12, -1, 6, 2, -12, 6, -3, 0, 0.3
> C[C@@]12C(=O)N(c3ccc(C(F)(F)F)cc3)C(=O)N1[C@@H]1c3ccccc3OC[C@@H]1[C@H]2c1ccccc1
    19, 0, 41, -6, 7, 31, -44, -2, 1.3
> Cc1ccc(C(=O)N/C(=C\c2ccc(F)cc2)C(=O)NCc2ccncc2)cc1
    -10, 0, 1, 13, 0, -3, 29, 0, -0.2
> Cc1ccc(C)c(-c2nnc(NC(=O)CS(=O)(=O)c3ccccc3)o2)c1
    17, 1, 19, 16, -3, 9, -1, -2, 1.2
> CN(C)CCOCCP(=O)(c1ccccc1)c1ccccc1
    -14, 0, -15, 1, -7, -14, -21, 1, -2.2
> COc1ccc(Cn2nnc(C(=O)Nc3ccc4c(c3)OCCO4)c2N)cc1Br
    1, 2, 39, 1, -13, -18, 3, -1, 3.7
> O=C(NC1CCCC1)C(Cc1ccccc1)n1cccc1 (configuration not stated)
    -8, -1, 14, -1, -6, -2, 1, 4, 1.7
> C[C@H](NC(=O)c1ccc(Cl)c(S(=O)(=O)N2CCOCC2)c1)c1nc2ccccc2[nH]1
    1, -2, 13, 1, 3, 9, 9, -3, 0.3
> O=C(/C=C/c1c(F)cccc1Cl)NCc1ccc2c(c1)OCO2
    -7, -4, -6, -2, -10, 7, 17, -3, 1.8
> O=C(N/N=C/c1ccncc1)C1C2CCCCCCC21 (configuration not stated)
    23, 0, 6, 5, 8, 25, -5, 1, -1.4
> Cc1ccc(C2=C/C(=C/c3cccs3)C(=O)O2)cc1
    6, -1, -2, 3, 23, 20, -7, 0, 3.3
> C=C(C)CC1Nc2ccccc2NC1CC(=C)C (configuration not stated)
    42*, -1, -10, 7, 34, 43, -3, -1, -0.7
> COc1ccc(C(=O)NNC(=O)Cc2ccc([N+](=O)[O-])cc2)cc1
    10, -1, -3, 8, 5, 15, -3, -2, 0.1
> Cc1[nH]c(=O)c(C#N)c(C)c1Cc1ccc(Cl)cc1Cl
    8, -2, -17, 8, 1, 1, -14, -3, -2.2
> CCN(CC)S(=O)(=O)c1cccc(NC(=O)COC(=O)CCC(=O)c2ccc(F)cc2)c1
    30, -2, 18, 3, 6, 6, 0, -1, 0.4
> CCNC(=O)CN(C1CCCCC1)S(=O)(=O)c1ccc(F)cc1
    16, -3, 11, 3, 9, 7, 7, -4, 0.9
> Cc1ccc(S(=O)(=O)N2CCN(C(C)CC(=O)O)CC2)cc1 (configuration not stated)
    9, -2, 31, 6, 5, 19, -5, -3, 0.1
> CC(C)Cc1cc(CN2CCCC(CO)(Cc3cccc(Cl)c3)C2)[nH]n1 (configuration not stated)
    14, 0, 14, 0, -11, 13, -19, 0, -0.9
> COCC(=O)Nc1ccc([N+](=O)[O-])cc1C
    11, -2, 18, -13, 11, 14, -22, -3, 2.8
> CCCc1nc(N2CCN(S(=O)(=O)c3ccc(Cl)cc3)CC2)c2c(C)c(C)sc2n1
    25, 1, -8, 12, 5, 15, 14, -2, -0.6
> CN(C)S(=O)(=O)c1ccc(C(=O)Nc2nnc(SCc3cccc(F)c3)s2)cc1
    2, -3, 38, 5, 0, -12, 8, 0, 0.2
> O=C(Nc1nncs1)c1cc(S(=O)(=O)N2CCCCC2)ccc1Cl
    9, 3, 13, 8, 1, 0, 0, 1, 1.2
> COc1ccc(-c2ccc(CCC(=O)O)n2CC(C)C)cc1
    20, 0, 2, -4, -5, 9, 17, -5, -2.6
> COc1ccc(S(=O)(=O)N2CCOCC2)cc1Br
    9, -3, 23, 5, 6, -1, 11, -1, 3.2
> O=C1N[C@H](Cc2ccccc2)CO1
    1, 1, -20, 9, -7, 9, 6, -4, -0.3
> C=CCNc1nc(-c2cccc(OC)c2O)nc2ccccc12
    10, 11, 9, 5, 7, -4, -19, 5, -0.5

(listing goes on)
Order of values – tim10-1 inh, UPR XBP1 act, Mdm2-MdmX inh, CXCR6 block, TIM10 inh, tim23-1 inh, APJ antag, APJ agonist, UPR CHOP act
> O=C(CN1C(=O)CSc2ccccc21)NC1CCCC1
    5, -1, -19, 2, -19, 14, -15, 2, -0.3
> O=C(CCS(=O)(=O)Cc1ccccc1)N1CCN(c2ccc([N+](=O)[O-])cc2)CC1
    23, 1, -36, -12, -1, 5, -9, -3, 0.6
> COc1ccc(-n2c(SCC(=O)Nc3ccc(C(=O)O)cc3)nnc2-c2cccs2)cc1
    11, 0, -16, -2, 2, 13, -6, 3, 3.9
> COCCNC(=O)c1ccccc1NC(=O)CCSc1ccccc1
    -3, -2, 14, -4, 17, 19, -3, -2, -3.4
> O=C(NC(=S)Nc1cccc(Cl)c1N1CCCC1)c1ccc(-c2cccc([N+](=O)[O-])c2)o1
    30, 2, 1, 1, 3, 13, -1, -2, -1.3

Source: PubChem (Sanford-Burnham Center for Chemical Genomics)

These rows are one share of the data; the hit share may differ from the screen's.
